Abeta rescue = restores growth of yeast expressing A-beta42 peptide; 0.063% of 410,000 active; AID 1347071; yeast expressing A-beta42, growth rescue, OD600, 48 h; response scale: 0% DMSO, 100% iron-clioquinol control; Potency, µM (doses to about 46.1 µM), inactives show top-dose growth rescue, hits mostly activators; note: potency is the fitted concentration of half-maximal effect; nearly all actives have a fitted effect of over 55% in size
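Growth rescue measured by 600 nm absorbance after 48 h yeast culture at 30 C with compound. Values normalized between DMSO and an equimolar ferric chloride plus clioquinol control.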
Nrf2 block = blocks Nrf2 signaling. A549 ARE-Fluc reporter, luciferase luminescence, 18-24 h. Potency, µM (titrated, usually from 46 µM), inactives show top-dose activity change, negative = inhibition, most hits filed as inhibitors. AID 504444. 2.1% of 360,000 active; note: potency is the fitted concentration of half-maximal effect; % is set by controls: 0 for no effect and ±100 for the full control effect; nearly all actives have a fitted effect of over 60% in size
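Concentration-response testing used A549 ARE_Fluc cells at 5000 cells/well. Following an 18-24 h compound incubation, viability was read by fluorescence (Ex 405/Em 525) and luciferase output by luminescence.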
MmCpn inh = M. maripaludis TRiC chaperonin inhibition; Potency, µM (highest dose often 76.9 µM), inactives show at the highest dose activity, negative = inhibition, actives largely listed as inhibitors; purified Mm-Cpn ATPase, ADP Transcreener TR-FRET; 0.031% of 330,000 active; note: potency is the fitted concentration of half-maximal effect; % is set by controls: 0 for no effect and ±100 for the full control effect; nearly all actives have a fitted effect of over 80% in size
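Reaction buffer contained 30 mM Tris pH 7.4, 100 mM KCl, 5 mM MgCl2 and 1 mM DTT. Mm-CPN (25 nM final) hydrolysed 10 uM ATP over 30 min at 37°C; ADP was read by HTRF.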
CCT chaperon mod = changes cytosolic chaperonin activity. 0.3% of 360,000 active. activity change, % (test concentration not listed), hits read low. AID 651819. purified chaperonin ATPase assay, HTRF ADP detection, 30 min; in the data active = activity change below about -30%; note: % is set by controls: 0 for no effect and ±100 for the full control effect
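TRiC at 40 or 20 nM final (batch-dependent) in 30 mM Tris pH 7.4, 100 mM KCl, 5 mM MgCl2, 1 mM DTT, with compound at single 76 uM and 10 uM ATP, 30 min at 37 deg C. ADP detected by HTRF Transcreener, 665/615 ratio.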
pAkt inh = inhibitors of Akt phosphorylation; Neuro2A IGF-stimulated pAkt S473 HTRF, 20 min; hits give low values; activity change, % for hits at 50 µM; 0.32% of 360,000 active; AID 651550; in the data active = activity change below about -80%; inconclusive = mostly about -51% to -80%; note: % is set by controls: 0 for no effect and ±100 for the full control effect
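Single-point screen (50 µM final compound) in Neuro2A cells stimulated 20 min with 6 nM IGF at 37 deg C. After lysis, Ser473-phosphorylated Akt read by HTRF (ex 330 nm, em 615/665 nm) as the 665/615 ratio.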
TGFb inhibitor = TGF-b pathway inhibition; HepG2 CAGA-GFP TGF-b/SMAD3 reporter, GFP fluorescence, 18 h; TGF-beta stimulated, 500 pg/mL final; Potency, µM (top dose mostly 46.1 µM), for the others: at the highest dose activity, negative = inhibition, usual class: inhibitors; 1.2% of 410,000 active; AID 588855; note: potency is the fitted concentration of half-maximal effect; % is set by controls: 0 for no effect and ±100 for the full control effect; nearly all actives have a fitted effect of over 65% in size
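Inhibition of TGF-beta-driven CAGA-GFP reporter expression in HEPG2 cells is measured by cellular GFP fluorescence after 18 h stimulation with 500 pg/mL recombinant TGF-beta in 1% FBS medium at 37 degrees C.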
HepG2 tox = counter-screen for TGF-b inhibitors: cytotoxicity in HepG2 cells; 0.76% of 410,000 active; Potency, µM (top dose mostly 46.1 µM), for the others: top-dose activity change, negative = cytotoxicity, most hits filed as cytotoxic; HepG2 CAGA-GFP viability, ATP luminescence, 18 h; note: potency is the fitted concentration of half-maximal effect; some results filed as inactive show a strong effect at the top dose
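CellTiter-Glo luminescence gave cytotoxicity after 18 hours at 37 degrees C. The cells were HepG2 CAGA-GFP in 1% FBS DMEM, stimulated with 500 pg/mL TGF-beta after compound addition. %Activity was normalised to no-cell wells (complete cell-killing) and DMSO (no toxicity), and curves were fitted and classified.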
A549 viability = counter-screen for Nrf2 inhibitors: cytotoxicity in A549 cells; Potency, µM (series often up to 46 µM), for the others: at the highest dose activity change, negative = cytotoxicity, actives largely listed as inhibitors; 0.16% of 390,000 active; AID 504648; A549 ARE-Fluc cells, CellTiter-Fluor viability, 18-24 h; note: potency is the fitted concentration of half-maximal effect; % is set by controls: 0 for no effect and ±100 for the full control effect
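A549 ARE_Fluc cells in 5% FBS OPTI-MEM were exposed to compounds in concentration-response for 18-24 h at 37 deg C. Viability was read by CellTiter-Fluor fluorescence (Ex 405/Em 525) after 30 min, before the luciferase read.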
Nrf2 activator = activators of Nrf2 (ARE) signaling | AREc32 ARE-luciferase reporter (MCF7-derived line), luminescence, 24 h | Potency, µM (series often up to 46.1 µM), for inactives: top-dose activation, usual class: activators | 0.31% of 410,000 active; note: potency is the fitted concentration of half-maximal effect; % of control where 0% means no effect; nearly all actives have a fitted effect of over 65% in size
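Reporter line AREc32 (ARE-Fluc), seeded overnight in OPTI-MEM with 5% FBS; compound pin-transferred, 24 hr at 37 deg C, 5% CO2; luminescent read-out.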
Starred values were filed as active, the others as inactive; i = inactive; ? = inconclusive; · = not tested or not shown. Unless noted, calls come from the whole dose curve; as a rule, active = well fitted curve in the direction sought with a large enough effect; inconclusive = small, poorly fitted or top-dose-only effect, or another doubt; inactive = no such curve, though single readings can be large; an effect the other way counts as inactive or inconclusive.

SMILES,Abeta rescue,Nrf2 block,MmCpn inh,CCT chaperon mod,pAkt inh,TGFb inhibitor,HepG2 tox,A549 viability,Nrf2 activator
CCOc1ccc(NC(=O)CN(C)C(=O)C2CCN(C(=O)Nc3ccccc3)CC2)cc1OCC,-16.3%,10.4%,·,-0.5,i,-7.8%,-44.0%,8.0%,0.4%
COC(=O)Nc1nnc(CCc2ccccc2)s1,4.6%,·,0.2%,-2.1,i,0.5%,-3.8%,5.4%,0.2%
Cc1ccc(C)c(N2CCN(C(=O)CN(C)S(=O)(=O)c3cnc[nH]3)CC2)c1,-11.7%,-4.2%,0.4%,-0.4,i,1.0%,-5.5%,5.8%,-1.3%
Cc1ccc([C@H]2C[C@@H](O)[C@H](n3cc(C4CC4)nn3)CN2Cc2cccs2)cc1,6.4%,·,·,-1.9,i,-5.3%,-20.9%,·,-0.8%
CCn1c(NC(=O)c2ccc(C)cc2)c2ccccc2nc1=O,6.4%,?,4.4%,-0.1,i,-9.3%,-32.2%,-2.8%,4.3%
Cc1ccc(C2CC(=O)N(c3ccc(F)cc3)C3=C2C(=O)CCC3)cc1 (stereo not given),-9.2%,-10.5%,1.2%,-0.9,i,-26.3%,-8.7%,-3.2%,0.2%
COc1ccc(NC(=O)CC2C(=O)N(c3ccc(OC)cc3)C(=O)N2CCC2=CCCCC2)cc1 (stereo not given),-8.5%,5.5%,·,·,·,-0.7%,-12.1%,-7.7%,0.8%
Cc1ccc2nc(N3CCN(c4ccccc4F)CC3)c3nnnn3c2c1,-9.3%,20.2%,·,·,·,-4.5%,-11.7%,7.1%,0.0%
CCOC(=O)c1ccccc1Cc1nc2ccccc2c(=O)[nH]1,10.0%,-25.0%,1.9%,1.1,i,1.9%,-11.4%,6.9%,0.3%
CCCC(C(=O)NC1CCCC1)N(CC1CCCO1)C(=O)CNS(=O)(=O)c1ccccc1 (stereo not given),-15.0%,-1.3%,1.0%,-2.7,i,4.3%,-2.2%,-11.0%,-0.2%
CCCCCCn1c(N2CCC(C(N)=O)CC2)nc2c1c(=O)n(C)c(=O)n2C,11.1%,-23.7%,-1.0%,-0.4,i,-0.9%,-3.6%,-11.1%,0.3%
CCc1c(-c2ccccc2)nc2ccccc2c1C(=O)NCCc1ccccc1,12.4%,·,·,·,·,?,-44.4%,-6.9%,6.6%
Cc1cc(C)c(C(N)=O)c(NCCc2ccccc2)n1,1.1%,7.1%,0.4%,-0.2,i,-0.1%,-8.0%,-1.4%,0.3%
COc1ccc(CNC(=O)COc2cccnc2[N+](=O)[O-])cc1OC,4.8%,-3.5%,2.2%,-0.8,i,-4.4%,-44.2%,-0.5%,2.1%
CC(C)(CNS(C)(=O)=O)SCc1ccc(Cl)cc1,-4.0%,-0.7%,0.0%,1.0,i,6.5%,2.5%,4.1%,0.2%
Cc1ccccc1Nc1nnc(SCC(=O)c2ccc(O)cc2O)s1,22.8%,-10.9%,-4.5%,-0.7,i,4.1%,-10.2%,2.2%,-0.4%
COC(=O)c1ccc(NC(=O)CSCc2ccccc2)cc1,1.7%,·,-0.3%,-1.3,i,6.1%,-9.2%,1.5%,5.0%
O=C1/C(=C\c2ccc(Br)cc2)SC(=S)N1NS(=O)(=O)c1ccccc1,14.5%,-5.7%,-2.8%,-1.5,i,?,12.6%,-11.4%,-0.7%
CCN(CC(=O)NC1CC1)S(=O)(=O)c1ccc(OC)cc1,-5.4%,3.3%,2.2%,0.2,i,5.2%,2.5%,-0.7%,-0.4%
Cc1ccc(-n2nc(CO)c(C(=O)NCc3cccs3)n2)cc1C,3.9%,6.1%,·,·,·,?,-6.5%,-0.1%,4.1%
CCC(C)c1ccc(N(CC(=O)NC(C)(C)C)C(=O)CNC(=O)c2cccs2)cc1 (stereo not given),-7.4%,-19.7%,2.8%,-1.2,i,-10.7%,2.8%,-1.3%,1.7%
COc1ccc(N(CC(=O)NC2CCCCCC2)S(=O)(=O)c2ccc(C)cc2)cc1OC,-9.6%,7.0%,1.1%,-1.2,i,-9.4%,5.0%,-1.9%,0.0%
COC(=O)c1ccccc1NC(=O)c1nn(C)c2c1COc1ccccc1-2,-15.9%,-7.4%,·,·,·,-6.0%,-37.7%,-1.4%,1.8%
CCOc1cc(C2C(C(=O)OCC(C)C)=C(C)N=C3SCCC(=O)N32)ccc1OC(C)=O (stereo not given),5.1%,-4.8%,1.7%,-0.7,i,1.3%,4.8%,-2.7%,0.7%
CCOc1ccccc1CNC(=O)C1Cc2cc(S(=O)(=O)N3CCCCC3)ccc2N1C(C)=O (stereo not given),-5.2%,?,-1.5%,0.5,i,-0.3%,-0.4%,3.9%,-0.1%

Continued:
SMILES,Abeta rescue,Nrf2 block,MmCpn inh,CCT chaperon mod,pAkt inh,TGFb inhibitor,HepG2 tox,A549 viability,Nrf2 activator
C[C@H](CO)N1C[C@H](C)[C@@H](CN(C)S(=O)(=O)c2cccs2)Oc2c(NC(=O)c3ccncc3)cccc2C1=O,-3.8%,6.9%,-2.4%,-2.2,i,?,-0.2%,-1.6%,-1.4%
Cc1ccc(N(CC(=O)NC2CCCC2)C(=O)CCCC(=O)Nc2ccccn2)cc1C,6.6%,8.2%,1.5%,-7.5,i,6.4%,9.6%,-6.9%,-0.3%
CCn1c(O)c(N=NC(=S)NCC2CCCO2)c2ccccc21 (stereo not given),-4.9%,21.5%,-0.1%,-3.5,i,10µM*,-67.1%,-2.6%,-3.7%
N#Cc1c(-c2ccccc2)cc(C2CC2)nc1SCC(=O)O,-6.8%,-14.0%,3.2%,-1.3,i,9.1%,-3.5%,-11.3%,0.1%
ONC(=Nc1ccccc1Cl)c1ccccc1Cl,4.8%,1.0%,0.7%,-1.9,i,-2.5%,-20.7%,0.1%,4.6%
COc1cc2nc(SCC(=O)c3ccc(Br)cc3)n3nc(C)nc3c2cc1OC,5.8%,-11.1%,-3.7%,0.0,i,8.4%,16.2%,-7.9%,0.4%
Cc1c(Cl)c(-c2n[nH]c(=S)n2-c2ccc(F)cc2)nn1C,8.9%,0.6%,-14.8%,-2.7,i,-2.5%,-13.6%,-2.1%,-0.6%
CCOC(=O)c1[nH]c2ccccc2c1NC(=O)CCN1CCN(C(=O)OCC)CC1,-11.7%,7.2%,-0.5%,-2.5,i,-7.3%,-12.4%,-14.2%,-0.2%
CCN(CC)C1=N/C(=C\c2ccco2)C(=O)N1c1ccccc1,-3.1%,0.5%,-1.4%,-0.5,i,-7.5%,-11.3%,-16.0%,6.1%
CCOc1ccc(CCNC(=O)c2nnc(Cc3ccc(F)cc3)o2)cc1OCC,-19.6%,7.0%,1.9%,-0.1,i,1.7%,2.2%,3.9%,-0.9%
c1ccc2c(Nc3ccc4c(c3)OCCO4)c3c(nc2c1)CCC3,-18.9%,-3.5%,1.2%,-2.2,i,?,-24.8%,-2.6%,-1.3%
CC1CCCCC12NC(=O)N(CC(=O)Nc1sccc1C(N)=O)C2=O (stereo not given),6.2%,26.1%,-0.5%,1.7,i,-10.8%,2.4%,1.2%,-0.3%
COc1ccccc1C(=O)N1CCN(c2nc3cc(C)cc(C)c3cc2C#N)CC1,-10.9%,·,·,0.9,i,-2.2%,-3.8%,·,-1.0%
Cc1cc(Cl)ccc1NC(=O)c1cc2ccccn2n1,-23.7%,-23.1%,·,·,·,2.5%,-1.1%,-0.6%,9.4%
Cc1ccc(CNC(=O)CCNC(=O)N2CCn3c2nc2ccccc23)cc1,-21.3%,10.7%,-29.9%,-1.3,·,-0.6%,0.5%,7.7%,-1.0%
Cc1ccccc1N1OC2C(=O)N(c3ccc(F)cc3)C(=O)C2C1c1ccccn1 (stereo not given),-5.3%,2.5%,-5.1%,0.8,i,-3.0%,-12.7%,-5.7%,0.0%
CCN(CC)CCCn1c2c(c(SCC(=O)Nc3nccs3)nc1=O)CCC2,-4.1%,-8.3%,-0.2%,1.2,i,14.6%,16.7%,3.2%,-0.1%
O=C(COc1ccccc1Cl)NC(=S)N1CCc2ccccc21,?,?,-0.3%,1.2,i,-20.5%,-13.5%,28.5%,8.8%
CC1CC2=C(CC1/C=N/NC(N)=S)C(C)(C)CCC2 (stereo not given),8.0%,23.1µM*,-0.1%,0.6,i,10µM*,-60.0%,?,5.0%
O=C(c1ccc(Cl)cc1)[C@@H]1[C@@H]2C(=O)N(c3ccc(Cl)cc3)C(=O)[C@@H]2C2c3ccccc3C=NN21 (stereo not given in full),7.9%,-8.3%,0.0%,-1.2,i,5.7%,-0.3%,6.8%,-1.2%
COc1ccc(C(=O)N(Cc2cc(OC)c(OC)c(OC)c2)CC2CCCO2)cc1 (stereo not given),7.4%,-0.2%,·,·,·,-0.7%,-11.2%,-3.0%,-0.2%

Single records (already shown):
Record of `CCn1c(O)c(N=NC(=S)NCC2CCCO2)c2ccccc21` (stereo not given) = Abeta rescue = -4.9%; Nrf2 block = 21.5%; MmCpn inh = -0.1%; CCT chaperon mod = -3.5; pAkt inh = i; TGFb inhibitor = 10µM*; HepG2 tox = -67.1%; A549 viability = -2.6%; Nrf2 activator = -3.7%
Record of `Cc1cc(Cl)ccc1NC(=O)c1cc2ccccn2n1` = Abeta rescue = -23.7%; Nrf2 block = -23.1%; MmCpn inh = ·; CCT chaperon mod = ·; pAkt inh = ·; TGFb inhibitor = 2.5%; HepG2 tox = -1.1%; A549 viability = -0.6%; Nrf2 activator = 9.4%

High-throughput results: PubChem BioAssay, National Center for Advancing Translational Sciences (NCATS)
